Exocytosis inh: lytic granule exocytosis inhibition. TALL-104 LAMP-1 surface exposure, flow cytometry; cells stimulated with thapsigargin and PMA. 0.66% of 360,000 active. inhibition, % at 10 µM;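 active = inhibition above about 55%, limit read from the data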
HIF-2a block: inhibitors of HIF-2a | 786-0 RCC cells HIF-2a reporter, luciferase luminescence, overnight | inhibition, % at 18.8 µM | 0.72% of 360,000 active;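 active = inhibition of the luminescence signal of 40% or more relative to plate controls, in a single-dose primary screen at 18.75 µM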
MITF TRPM1 inh: reduces MITF-dependent TRPM1 promoter luciferase signal; 0.83% of 330,000 active; inhibition, % at 12.5 µM; SK-MEL-5 TRPM1 promoter luciferase, 24 h; AID 488899;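 active = mean inhibition across replicates of 60% or more, whatever share of single replicates reaches that level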; also: values of inactives mirror those of a sister screen read the other way
aDG glyco up: increases alpha dystroglycan glycosylation; 0.22% of 360,000 active; Pro5-aDG cells, alpha-DG glycosylation AlphaScreen (IIH6); 0% Pro5, 100% B10-LARGE cell signal; activation, % at 10 µM;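 active = activation of at least 8% versus controls, or a plate z-score of at least 8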;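 also: Pro5 are CHO cells carrying HIG-tagged alpha-DG that lacks glycosylation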
CaV13 FRET inh: Disruptors of the CACNA1D IQ motif to Ca2+-dependent inactivation inhibitor domain association, primary screening, Förster resonance energy transfer in intact living …; HEK cells, CFP/YFP FRET ICDI-IQ, plate reader, 10 min; percent FRET-ratio fall versus neutral wells; inhibition, % at 12.3 µM; 0.098% of 340,000 active;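 active = mean replicate inhibition of at least 30% and at least 1% of replicates passing that level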;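 also: 0% = median of the neutral control wells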
Vif imaging: inhibitors of HIV Vif; 0.35% of 340,000 active; inhibition, % at 7.49 µM; AID 602346; HEK293T cells, Vif self-association by quenched fluorescence, imaging, 24 h; in the data active = inhibition above about 50%, passing the limit was not always enough; also: some results filed as inactive read as strong as hits
PDI inh: inhibitors of human protein disulfide isomerase; 0.052% of 350,000 active; P07237; inhibition, % at 10 µM; PDI insulin aggregation turbidity, A650, 90 min;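 active = mean inhibition across replicates of 30% or more, whatever share of single replicates reach that level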;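 also: absorbance from insulin aggregation driven by PDI reduction with DTT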
Target sequence (P07237 whole entry, looked up): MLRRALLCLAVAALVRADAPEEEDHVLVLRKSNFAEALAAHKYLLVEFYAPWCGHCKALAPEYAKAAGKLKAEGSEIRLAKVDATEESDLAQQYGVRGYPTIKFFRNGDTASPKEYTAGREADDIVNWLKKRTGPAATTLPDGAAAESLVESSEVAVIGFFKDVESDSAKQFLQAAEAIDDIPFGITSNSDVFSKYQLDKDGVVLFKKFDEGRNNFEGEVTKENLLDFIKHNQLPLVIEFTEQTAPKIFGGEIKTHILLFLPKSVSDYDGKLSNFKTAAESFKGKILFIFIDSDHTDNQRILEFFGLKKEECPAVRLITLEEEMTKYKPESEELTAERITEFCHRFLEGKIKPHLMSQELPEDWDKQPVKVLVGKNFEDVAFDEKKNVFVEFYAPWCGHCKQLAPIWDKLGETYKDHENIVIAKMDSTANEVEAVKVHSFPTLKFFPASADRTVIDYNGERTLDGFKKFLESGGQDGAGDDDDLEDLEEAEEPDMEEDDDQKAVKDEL
Starred values were filed as active, the others as inactive; x = no result given. The list is partial; rates above refer to the full screens.

#	molecule	Exocytosis inh	HIF-2a block	MITF TRPM1 inh	aDG glyco up	CaV13 FRET inh	Vif imaging	PDI inh
1	CCC(=O)Nc1nonc1-c1nc2ccccc2n1Cc1ccc(Cl)c(Cl)c1	-1	x	19	x	x	14	-9
2	CCC(C(=O)NCc1ccccc1)n1c(CSCCOc2ccccc2)nc2ccccc21 (centres undefined)	16	64*	x	0.0	-9	x	x
3	Cc1cccc(C)c1NC(=O)C(C1CC1)n1c(-c2ccc(C(F)(F)F)cc2)nc2ccccc21 (centres undefined)	0	-7	x	0.2	-7	x	x
4	O=C(Nc1ccc(F)cc1)C(c1ccncc1)N1CCN(CC(=O)N2CCCC2)CC1 (centres undefined)	-4	4	x	1.4	-4	x	x
5	COc1ccccc1C(C(=O)c1ccccc1)c1ccc(O)cc1 (centres undefined)	-14	9	x	-0.1	-11	x	x
6	O=C(C(=O)N1CCC(Cc2ccccc2)CC1)c1cccs1	-2	-29	x	0.5	-7	x	x
7	CCC(CC)C(C(=O)NC1CCCC1)N1CCN(c2cc(C)nc3ccccc23)CC1 (centres undefined)	3	-17	x	0.1	-10	x	x
8	CCCCOCCCNC(=O)C[C@@H]1C[C@@]2(C(=O)OC)CC(C)(C)CC=C2N(Cc2ccccc2)C1=O	-3	9	x	0.1	-13	x	x
9	COC(=O)[C@@]12C[C@@H](CC(=O)NCc3cccs3)C(=O)N(CCc3ccc(OC)c(OC)c3)C1=CCC(C)(C)C2	4	14	x	-0.1	-9	x	x
10	CC(C(=O)NC1CCCC1)n1c(-c2ccncc2)nc2ccccc21 (centres undefined)	-13	-8	x	0.2	-8	x	x
11	O=C(N[C@H]1CC[C@H](CC(=O)N2CCCCC2)O[C@@H]1CO)c1cccc(F)c1	9	11	x	-0.1	-7	x	x
12	Cc1cccc(C)c1NC(=O)C1(C)CN(S(C)(=O)=O)CC(=O)N1Cc1ccco1 (centres undefined)	-4	6	x	0.2	-18	x	x
13	CC(C)C(C(=O)NCc1ccccc1)N1CCN(C(=O)C2CCCO2)CC1 (centres undefined)	15	-5	x	0.0	-9	x	x
14	Cc1ccc(N2CCN(C(C(=O)Nc3c(C)cccc3C)c3cccc(F)c3)CC2)cc1 (centres undefined)	5	2	x	-0.2	-14	x	x
15	O=c1c(-c2ccco2)nc2ccccc2n1C(CCc1ccccc1)c1nc2ccccc2[nH]1 (centres undefined)	16	1	x	-0.1	-7	x	x
16	CSCCC(c1nc2ccccc2[nH]1)n1c(=O)c(-c2ccco2)nc2ccccc21 (centres undefined)	-2	-1	x	0.0	-5	x	x
17	O=C(NCc1ccccc1)C(c1ccc(F)cc1)N1CCN(C(=O)C2CCCO2)CC1 (centres undefined)	-4	-4	x	0.1	-9	x	x
18	COc1cccc(S(=O)(=O)Nc2ccc3c(c2)C(=O)N(C)C[C@H](OC)[C@H](C)CN(Cc2ccccc2F)[C@@H](C)CO3)c1	-4	-36	x	0.2	-5	x	x
19	COCCN1C(=O)CSCC1(C)C(=O)NCc1ccccc1 (centres undefined)	-10	-10	x	-0.3	-10	x	x
20	COC(=O)C1C(=O)N(S(=O)(=O)c2ccc([N+](=O)[O-])cc2)c2ccccc21 (centres undefined)	-1	7	x	-0.3	-6	x	x
21	CC(C)(C)NC(=O)C(c1cc2ccccc2o1)n1c(=O)c(-c2ccccc2)nc2ccccc21 (centres undefined)	-6	9	x	-0.5	-10	x	x
22	CCCCCCCCN1C(=O)[C@H](CC(=O)NCC23CC4CC(CC(C4)C2)C3)C[C@@]2(C(=O)OC)CC(C)(C)CC=C12	3	-5	x	-0.1	-15	x	x
23	Cc1ccc(N2CCN(C(CCc3ccccc3)C(=O)Nc3c(C)cccc3C)CC2)cc1 (centres undefined)	0	-3	x	1.0	-15	x	x
24	CC(C)c1cc(Cn2c3ccccc3c(=O)n2C(C)Cn2cc(-c3ccccc3)nn2)on1 (centres undefined)	-3	11	x	0.2	-15	x	x
25	O=C1N(c2ccccc2)c2ccccc2[C@]12C[C@H](O)CO2	-1	7	x	0.1	-6	x	x
26	Cc1ccccc1CN1C(=O)CN(S(C)(=O)=O)CC1(C)C(=O)Nc1ccc2c(c1)OCCO2 (centres undefined)	2	-1	x	2.0	-6	x	x
27	COCCNC(=O)C1C(=O)Nc2ccccc2C(=O)N1C1CCCC1 (centres undefined)	8	5	x	0.1	-7	x	x
28	CCCCCCCCN1C(=O)[C@H](CC(=O)NCCc2ccccc2OC)C[C@@]2(C(=O)OC)CC(C)(C)CC=C12	-1	10	x	-0.1	-16	x	x
29	Cc1nc2ccccc2n1C(C)c1nc2ccccc2n1CC(=O)c1ccsc1 (centres undefined)	-14	7	x	0.2	-3	x	x
30	Cc1cc(N2CCN(C(C(=O)NC3CCCC3)c3ccc(F)cc3)CC2)c2ccccc2n1 (centres undefined)	0	-7	x	0.6	-7	x	x
31	O=C1Nc2ccccc2-n2nnnc2C1N1CCCN(Cc2ccc(F)cc2)CC1 (centres undefined)	0	6	x	-0.2	-7	x	x
32	Cc1cc2c(cc1C)-n1nnnc1C(N(C)CCc1ccccc1)C(=O)N2 (centres undefined)	-10	0	x	0.0	-7	x	x
33	COC(=O)C[C@H]1C=C[C@H](NC(=O)Cc2ccccc2)[C@@H](CO)O1	17	12	x	0.1	-7	x	x
34	O=C(NCc1ccccc1)C(C1CC1)n1c(=O)c(-c2ccco2)nc2ccccc21 (centres undefined)	-3	3	x	-0.1	-6	x	x
35	CCC(c1nc2ccccc2[nH]1)n1c(=O)c(-c2cccnc2)nc2ccccc21 (centres undefined)	12	2	x	0.5	-9	x	x
36	CC1(C(=O)Nc2ccc3c(c2)OCCO3)CN(S(C)(=O)=O)CC(=O)N1C1CCCCCC1 (centres undefined)	16	-77	x	0.0	-7	x	x
37	CCCCCNC(=O)C(c1ccc(OC)cc1)n1c(=O)c(-c2ccccc2)nc2ccccc21 (centres undefined)	6	11	x	-0.2	-8	x	x
38	COC(=O)C[C@@H]1C=C[C@H](NC(=O)Cc2ccccn2)[C@@H](CO)O1	5	4	x	0.2	-3	x	x
39	O=C(C[C@H]1CC[C@@H](NC(=O)C2CC2)[C@@H](CO)O1)NCc1ccccc1Cl	-7	7	x	0.0	-6	x	x
40	O=C1Nc2ccccc2C(=O)N(Cc2ccccc2)C1C(=O)NC1CC1 (centres undefined)	-4	-7	x	-0.1	-10	x	x
41	Cc1cccc(C)c1NC(=O)C(c1ccncc1)n1c(=O)c(-c2ccccc2)nc2ccccc21 (centres undefined)	0	-174	x	0.3	-12	x	x
42	COc1ccc(C(=O)C[C@@H]2OC3CCCCC3N2S(=O)(=O)c2ccc(C)cc2)cc1OC (some centres undefined)	-16	11	x	-0.2	-7	x	x
43	N#Cc1cccc(C2CC(OCCF)=CC(=O)O2)c1 (centres undefined)	-10	-1	x	0.0	-6	x	x
44	Nc1nc2ncccn2c1-c1ccccc1	1	-2	x	-0.1	-8	x	x
45	COC(=O)[C@]12CCCCC=C1N(CCc1ccc(OC)c(OC)c1)C(=O)[C@H](CC(=O)N1CCN(C(=O)c3ccco3)CC1)C2	1	-6	x	1.0	-6	x	x
46	COc1ccc(CN2C(=O)CN(S(C)(=O)=O)CC2(C)C(=O)Nc2c(C)cccc2C)cc1 (centres undefined)	-5	1	x	-0.1	-6	x	x
47	CO[C@@H]1CN(C)C(=O)c2ccc(NS(=O)(=O)c3c(C)noc3C)cc2OC[C@@H](C)NC[C@@H]1C	15	3	x	0.0	-7	x	x
48	CSCCC(c1nc2ccccc2[nH]1)n1c(=O)c(-c2cccnc2)nc2ccccc21 (centres undefined)	-2	8	x	-0.3	-9	x	x
49	O=C(N[C@@H]1CC[C@@H](CCn2cc(-c3ccccc3)nn2)O[C@@H]1CO)c1cnccn1	2	4	x	0.0	-4	x	x
50	COc1ccc(C(C(=O)NC(C)(C)C)n2c(=O)c(-c3ccco3)nc3ccccc32)cc1 (centres undefined)	1	11	x	-0.1	-10	x	x
51	CCC(c1nc2ccccc2[nH]1)n1c(=O)c(-c2cccs2)nc2ccccc21 (centres undefined)	14	7	x	-0.3	-23	x	x
52	CCCc1nc2ccccc2n1C(CCSC)C(=O)NC(C)(C)C (centres undefined)	-3	7	x	-0.1	-10	x	x
53	CCOC(=O)CC1(CCc2ccccc2)Oc2ccccc2N1S(=O)(=O)c1ccc(C)cc1 (centres undefined)	2	9	x	0.5	-6	x	x
54	O=C(C[C@@H]1CC[C@@H](NC(=O)Nc2cccc(F)c2)[C@@H](CO)O1)NCC1CCCCC1	-1	10	x	0.0	-4	x	x
55	CC(C)NC(=O)C1(C)CSCC(=O)N1Cc1ccco1 (centres undefined)	10	-1	x	1.0	-6	x	x
56	CC(C)NC(=O)C1C(c2ccc(C(F)(F)F)cc2)=Nc2ccccc2N1C(=O)c1cccc(C(F)(F)F)c1 (centres undefined)	-8	-9	x	0.2	-11	x	x
57	CO[C@H]1CN(C)C(=O)c2ccc(NC(=O)c3ccc4c(c3)OCO4)cc2OC[C@H](C)N(CC2CC2)C[C@@H]1C	15	2	x	-0.3	-4	x	x
58	COC(=O)[C@@]12C[C@@H](CC(=O)NCc3cccc4ccccc34)C(=O)N(Cc3cccc4ccccc34)C1=CCC(C)(C)C2	-1	3	x	0.0	-15	x	x
59	O=C(NCc1ccccc1)C1C(c2ccc3c(c2)OCO3)=Nc2ccccc2N1C(=O)c1ccccc1 (centres undefined)	-2	-37	x	-0.2	-12	x	x
60	COC(=O)C[C@@H]1CC[C@H](NS(=O)(=O)c2ccccc2F)[C@@H](CO)O1	-4	7	x	0.1	-5	x	x

New compounds follow.
#	molecule	Exocytosis inh	HIF-2a block	MITF TRPM1 inh	aDG glyco up	CaV13 FRET inh	Vif imaging	PDI inh
61	CSCc1cc(C(=O)NCCN2CCOCC2)c(N)s1	0	1	x	-0.3	-6	x	x
62	COC(=O)C1(C(=O)OC)C[C@H](c2ccc(OC)cc2)N(Cc2ccccc2OC)[C@@H]1c1ccc(OC)cc1	-7	-5	x	-0.2	-16	x	x
63	Cc1ccc(S(=O)(=O)N2[C@H](CC(=O)c3ccccc3)OC[C@@H]2C)cc1	-8	-13	x	-0.1	-8	x	x
64	O=C(NC1CCCC1)C(c1ccccc1)n1c(-c2cccc3ccccc23)nc2ccccc21 (centres undefined)	4	-7	x	0.1	-8	x	x
65	COC(=O)C1=CN(c2cccc(OCc3ccccc3)c2)C(N)=C(C#N)C1c1cccc(OC)c1OC (centres undefined)	4	3	x	0.1	-8	x	x
66	Oc1ccc(F)c(CN2CCN(c3ncc(Cc4ccccc4)cn3)CC2)c1	-4	-6	x	0.0	-9	x	x
67	O=C(NCc1ccccc1)C(c1ccc(-c2ccccc2)cc1)n1c(=O)c(-c2cc3ccccc3[nH]2)nc2ccccc21 (centres undefined)	-9	-51	x	2.5	-3	x	x
68	COc1ccc(N2C(=O)c3ccccc3NC(=O)C2C(=O)NCc2ccco2)cc1 (centres undefined)	0	-16	x	0.3	-6	x	x
69	C#CCNC(=O)C[C@@H]1C[C@@]2(C(=O)OC)CC(C)(C)CC=C2N(Cc2ccccc2)C1=O	-4	-1	x	0.1	-10	x	x
70	O=C(Nc1c(-c2ccccc2)[nH][nH]c1=O)c1ccc2ccccc2c1	14	11	x	0.0	-14	x	x
71	COC(=O)[C@@]12C[C@@H](CC(=O)N3CCOCC3)C(=O)N(Cc3ccccc3)C1=CCC(C)(C)C2	1	9	x	0.2	-9	x	x
72	CCCCNC(=O)c1nc(C2CCNCC2)oc1-c1ccccc1	-9	0	x	0.0	-11	x	x
73	Nc1c(-c2ccccc2)nc2ncccn12	0	-20	x	0.2	-16	x	x
74	COc1ccc(CCC(=O)N2c3ccccc3N=C(c3ccc(C(F)(F)F)cc3)C2C(=O)NC(C)(C)C)cc1 (centres undefined)	-3	-48	x	0.2	-9	x	x
